High-throughput results (PubChem BioAssay)
ARFGAP1 inh = rat ARFGAP1 inhibition; Q62848; Arfgap1-stimulated ARF1 GTP hydrolysis, GDP FP detection; inhibition, % at 16.5 µM; 0.26% of 360,000 active;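 active = inhibition above a per-plate limit, mean inhibition of low control wells plus 3 SD, cut at about 25% in these data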;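 also: 0% = DMSO wells with enzyme and 100% = wells lacking Arfgap1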
Target sequence (Q62848 1-136 limits assumed): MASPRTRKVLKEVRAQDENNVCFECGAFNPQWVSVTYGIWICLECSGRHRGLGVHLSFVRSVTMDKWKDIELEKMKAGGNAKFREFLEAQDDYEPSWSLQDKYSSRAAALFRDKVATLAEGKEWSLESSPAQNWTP
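Material – truncated rat Arfgap1 GAP domain · Buffer or medium – HEPES-based buffer, pH 7.5 · Reagent – human ARF1(Δ1-17)-GTP substrate · Dosing – 16.5 µM single point, 1.26% DMSO · Schedule – GTP hydrolysis reaction 2 h at 25 °C · Technique – GDP detection by fluorescence polarization · Benchmarks – No-Arfgap1 wells (100%) versus DMSO full-reaction wells (0%) · Repeats – single replicate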
PLC-gamma1 inh = blocks human PLC-gamma1 enzyme activity. 0.84% of 370,000 active. inhibition, % at 12.2 µM. AID 720700. purified PLC-gamma1, fluorogenic substrate, fluorescence. P19174; in the data active = inhibition above about 9.5%
Tn7 DDE FP = inhibitors of Tn7 peptide binding to human fibrin DD(E); 0.13% of 370,000 active; AID 720508; FP displacement of FITC-Tn7 peptide from fibrin DD(E); 0% = median of compound wells per plate; inhibition, % at 8.3 µM;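 active = inhibition above the mean of compounds falling within the control limits plus 3 SD of them, cut at about 14% in these data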;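 also: 0% = plate median of compound wells and 100% = 10 µM Aha-Tn7 peptide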
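assay system = human clot-derived fibrin DD(E) complex | quantity = Fibrin-DD(E) at 2 µM final | timing = 10 min preincubation, 3 h with tracer, room temperature | signal = fluorescence polarization | measure = percent inhibition | benchmarks = high control wells with 10 µM unlabelled Aha-Tn7 peptide (full inhibition) | replicates = singlicate testing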
DDE Tn6 FP inh = DD(E)-Tn6 binding inhibition, primary FP screen | P02675 | Fibrin DD(E) TRITC-Tn6 fluorescence polarization displacement | inhibition, % at 8.3 µM | 0.21% of 370,000 active | AID 720509;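 active = inhibition above a per-campaign cutoff: mean of compounds within control limits plus 3 SD, cut at about 15% in these data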;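 also: 0% = median of all compound wells on the plate and 100% = blocking peptide control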
PLC-beta3 inh = blocks human PLC-beta3 enzyme activity. Q01970. inhibition, % at 12.2 µM. Purified PLC-beta3, fluorogenic substrate, fluorescence. 0.18% of 370,000 active; in the data active = inhibition above about 11%;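 also: 0% = median of compound wells on plate and 100% = full blocker control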
ADAM17 inh = inhibits human ADAM17 | recombinant ADAM17, EDANS/DABCYL FRET peptide cleavage | inhibition, % at 6.95 µM | 0.83% of 370,000 active | AID 720648;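 active = inhibition above the mean of compounds lying between control limits plus 3 SD, set per campaign, cut at about 8.5% in these data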;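 also: 0% = DMSO-only wells as the low control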
TDP2 inh = TDP2 (human) inhibition, absorbance primary screen; O95551; recombinant TDP2, T5PNP hydrolysis, p-nitrophenol absorbance 415 nm; inhibition, % at 12.8 µM; 0.34% of 370,000 active;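 active = inhibition above the mean of all tested compounds plus 3 SD, set per campaign, cut at about 25% in these data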;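 also: 0% = DMSO with enzyme and 100% = buffer with substrate but no TDP2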
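System – recombinant human TDP2 · Quantity – TDP2 enzyme at 120 nM final · Doses – single concentration, 12.8 µM nominal, with 1% DMSO · Incubation – 2 h at 37 °C · Measured by – epi absorbance of p-nitrophenol freed from T5PNP by hydrolysis · Read-out – % inhibition relative to enzyme-containing and enzyme-free wells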
SIAE inh = human SIAE inhibition, primary screen | Q9HAT2 | SIAE FP-Rh probe binding, fluorescence polarization | inhibition, % at 9.66 µM | 0.69% of 370,000 active;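 active = inhibition above a cutoff: mean of compounds within the control limits plus 3 SD of those, cut at about 17% in these data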;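 also: 0% = plate median of compound wells and 100% = probe without SIAE protein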
ASAP1 inh = inhibitors of human ASAP1 ArfGAP activity | inhibition, % at 16.5 µM | ASAP1-stimulated ARF1 GTP hydrolysis, GDP FP detection | 0.19% of 360,000 active | AID 624377 | Q9ULH1; in the data active = inhibition above about 25%;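 also: 0% = vehicle with enzyme and substrate and 100% = no enzyme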
Target sequence (Q9ULH1 325-724 limits assumed): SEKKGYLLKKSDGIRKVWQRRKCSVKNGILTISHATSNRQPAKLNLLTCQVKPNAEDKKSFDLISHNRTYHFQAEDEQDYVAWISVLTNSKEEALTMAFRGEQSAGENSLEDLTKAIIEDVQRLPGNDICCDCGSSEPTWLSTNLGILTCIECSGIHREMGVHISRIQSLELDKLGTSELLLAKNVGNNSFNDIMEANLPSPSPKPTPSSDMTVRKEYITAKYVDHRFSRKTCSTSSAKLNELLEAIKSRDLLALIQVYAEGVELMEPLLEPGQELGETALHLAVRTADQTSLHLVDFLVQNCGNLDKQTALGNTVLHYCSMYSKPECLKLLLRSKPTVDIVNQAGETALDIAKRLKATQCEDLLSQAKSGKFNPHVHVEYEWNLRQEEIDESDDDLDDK
ADAM10 inh = inhibitors of human ADAM10; inhibition, % at 7 µM; O14672; recombinant ADAM10, EDANS/DABCYL FRET peptide cleavage, 3 h; 0.62% of 370,000 active;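 active = inhibition above a per-campaign cutoff equal to the mean of compounds falling between control-based bounds plus 3 SD, cut at about 20% in these data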;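 also: 0% = DMSO wells while the 100% control is not disclosed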
Target sequence (O14672 214-748 limits assumed): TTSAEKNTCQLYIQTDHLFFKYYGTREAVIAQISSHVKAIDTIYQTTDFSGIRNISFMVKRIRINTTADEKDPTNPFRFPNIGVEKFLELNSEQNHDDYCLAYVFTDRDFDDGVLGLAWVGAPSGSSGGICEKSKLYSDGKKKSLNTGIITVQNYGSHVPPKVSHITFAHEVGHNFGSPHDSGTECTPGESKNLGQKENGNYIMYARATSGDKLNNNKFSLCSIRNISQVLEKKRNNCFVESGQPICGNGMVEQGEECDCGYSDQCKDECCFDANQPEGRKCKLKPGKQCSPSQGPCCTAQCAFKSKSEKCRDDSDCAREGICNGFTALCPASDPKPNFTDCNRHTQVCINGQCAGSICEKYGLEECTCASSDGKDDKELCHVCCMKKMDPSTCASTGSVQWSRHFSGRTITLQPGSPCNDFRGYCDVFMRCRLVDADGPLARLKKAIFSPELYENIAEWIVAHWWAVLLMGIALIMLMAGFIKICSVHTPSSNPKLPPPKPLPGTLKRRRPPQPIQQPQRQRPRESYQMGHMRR
Numbers without * were called inactive.

SMILES	ARFGAP1 inh	PLC-gamma1 inh	Tn7 DDE FP	DDE Tn6 FP inh	PLC-beta3 inh	ADAM17 inh	TDP2 inh	SIAE inh	ASAP1 inh	ADAM10 inh
COc1cc(NC(=O)C2CC(c3cccc(OC)c3OC)=NO2)cc(OC)c1OC (configuration not stated)	1.1	3.8	-7.2	-4.5	0.1	-0.3	1.6	0.9	7.5	-1.3
CCOC(=O)C1=C(C)N=c2s/c(=C\c3ccc(O)c([N+](=O)[O-])c3)c(=O)n2C1c1ccccc1OC (configuration not stated)	-5.7	-0.9	-1.2	3.1	-5.3	-1.5	16.9	3.9	1.7	1.9
CCOC(=O)Cc1nnc(-c2ccccc2)o1	4.0	0.5	2.6	-2.6	-1.8	-0.8	4.5	-1.7	0.9	-11.0
CC(C)(C)OC(=O)N/N=C/c1cccc([N+](=O)[O-])c1	0.0	-0.1	2.4	2.4	-2.2	-0.2	-9.9	-8.3	10.9	-6.3
Cn1c(N)c(C(=O)COC(=O)c2cc(-c3ccco3)nc3ccccc23)c(=O)n(C)c1=O	-10.3	-13.8	-4.6	-6.3	-22.0	4.2	-1.2	4.4	-4.0	-16.1
COc1ccc(-c2csc(NC(=O)CS(=O)(=O)c3ccccc3)n2)cc1OC	7.3	-6.3	1.4	2.2	-8.8	-0.2	0.1	0.2	-10.1	-5.6
Fc1cccc(Nc2nc(Cl)nc(Cl)n2)c1	-2.1	1.6	-4.9	-3.5	-3.2	0.6	-8.8	3.8	0.6	5.5
CCCCCCCCCCCCS[C@H]1CS(=O)(=O)C[C@@H]1O	-5.7	3.0	-5.7	0.2	-2.6	3.4	-12.9	0.7	-0.4	9.0
COCCNC(=O)C1CCCN(C(=O)c2cc(-c3ccccc3)cs2)CC1 (configuration not stated)	-2.1	4.0	-12.0	-7.2	4.7	3.2	-8.2	0.5	0.4	-1.8
O=C(O)COc1ccc(NC(=O)C(c2ccccc2)c2ccccc2)cc1	6.2	4.2	5.2	5.8	-2.3	1.7	-3.2	6.2	8.8	2.9
COc1cccc(NC(=O)CN(C)C(=O)c2cc(-c3ccc(F)cc3)nc3ccccc23)c1	6.2	-42.6	4.4	4.2	-51.3	3.0	-10.9	-18.9	1.0	-13.4
Cc1csc(N(C(=O)c2cccc(S(=O)(=O)N(C)C)c2)c2ccccc2)n1	3.2	-1.3	4.7	-1.3	2.7	-1.6	17.7	-1.4	5.1	3.7
O=S(=O)(c1ccc(Cl)cc1)n1c(Cc2ccccc2)nc2ccccc21	7.5	-0.6	2.6	-9.9	-2.9	-2.3	1.8	5.3	4.7	-8.3
CCOC(=O)c1c(C)[nH]c(C)c1C(=O)CN1C(=O)NC2(CCCCCC2)C1=O	0.4	-0.7	3.8	2.3	0.9	-0.5	-5.6	-0.3	9.8	-12.4
COc1cccc(C(NC(C)=O)c2nc(-c3cccc(C(F)(F)F)c3)cs2)c1 (configuration not stated)	0.9	0.2	-1.1	-3.8	-2.6	-0.7	3.8	-8.7	9.9	4.8
COc1cc(OC)cc(C(=O)OCC(=O)NCc2ccc3c(c2)OCO3)c1	-1.3	1.0	-2.0	-3.0	0.6	0.1	11.3	-4.0	4.2	9.0
CC1=C/C(=N\NC(=S)Nc2cccnc2)CC(C)(C)C1	9.9	-1.3	-0.1	-11.8	-6.7	-0.5	-19.8	1.6	11.0	-0.3
O=C(/C(=C(\[O-])c1ccccc1)[n+]1ccc2ccccc2c1)c1ccc(Cl)cc1	6.5	-8.0	4.0	-3.9	-10.6	-3.9	-3.9	-3.5	-6.8	-9.8
COc1cccc(C(=O)OC2CCN(C)CC2)c1	-15.6	2.1	-0.1	5.2	1.5	-1.1	16.7	-1.5	6.8	0.8
O=C(N/N=C/c1ccc(-c2cccc(C(F)(F)F)c2)o1)c1ccccc1O	7.6	-4.1	-6.9	-6.5	-3.1	0.9	-17.7	8.5	6.2	-6.1
O=C(NCc1ccccn1)c1ccccc1OCc1ccc(Cl)cc1Cl	-13.2	-1.0	4.9	6.5	-4.0	1.9	5.4	2.7	-1.4	-6.0
COCCN(C(=O)COC(=O)c1ccc(Cl)nc1)c1c(N)n(Cc2ccccc2)c(=O)[nH]c1=O	9.8	-5.0	1.0	-0.2	-4.0	-2.0	4.5	7.8	-3.5	-2.7
CCc1cccc(C)c1NC(=O)c1cc(=O)[nH]c2ccc(S(=O)(=O)N3CCOCC3)cc12	-0.2	-0.4	-2.1	-6.2	-9.5	-0.3	9.3	3.0	-4.5	-7.7
COc1cccc(NC(=O)C(=O)c2cn(CC(=O)N3CCOCC3)c3ccccc23)c1	11.5	-3.5	-4.0	-10.9	-19.3	8.5	-9.2	-9.6	-8.0	-0.7
COC(=O)c1ccc(/C=C2\SC(=S)N(CCCC(=O)NCCCN3CCOCC3)C2=O)cc1	0.1	-11.3	1.1	-2.5	-16.6	-0.5	-0.4	-3.6	18.1	-16.8

In the list so far, two contain a nitro group on carbon.
SMILES	ARFGAP1 inh	PLC-gamma1 inh	Tn7 DDE FP	DDE Tn6 FP inh	PLC-beta3 inh	ADAM17 inh	TDP2 inh	SIAE inh	ASAP1 inh	ADAM10 inh
CCOC(=O)C1=C(C)N=c2s/c(=C\c3ccc(O)c([N+](=O)[O-])c3)c(=O)n2C1c1ccccc1OC (configuration not stated)	-5.7	-0.9	-1.2	3.1	-5.3	-1.5	16.9	3.9	1.7	1.9
CC(C)(C)OC(=O)N/N=C/c1cccc([N+](=O)[O-])c1	0.0	-0.1	2.4	2.4	-2.2	-0.2	-9.9	-8.3	10.9	-6.3

The results go on.
SMILES	ARFGAP1 inh	PLC-gamma1 inh	Tn7 DDE FP	DDE Tn6 FP inh	PLC-beta3 inh	ADAM17 inh	TDP2 inh	SIAE inh	ASAP1 inh	ADAM10 inh
COC(=O)[C@@H]1ON2OCC(C)=C3CCCC[C@@]32[C@H]1C(=O)OC	2.6	3.6	8.2	9.7	3.0	-2.1	-3.4	-1.1	11.9	-13.2
O=C(NCCCN1CCOCC1)c1ccc(Cl)c(S(=O)(=O)N2CCCCCC2)c1	7.9	3.7	-4.7	6.0	4.0	-0.5	-5.4	5.0	-20.9	0.1
COc1ccccc1C(=O)COC(=O)CCCN=C1NS(=O)(=O)c2ccccc21	-5.2	-1.3	3.2	0.3	-6.2	-4.7	-10.1	7.2	9.2	-3.3
Cn1cc([C@]2(O)C(=O)Nc3cccc(Cl)c32)c2ccccc21	-0.9	1.6	-6.6	0.7	1.4	-2.2	1.2	4.2	-1.8	-10.1
COc1cccc(CN2CCN(c3ccc(F)cc3)C2=O)c1	3.2	5.7	2.2	-1.7	-1.3	3.5	-11.2	2.9	2.1	11.5
O/N=C/c1ccccc1OCc1ccccc1Cl	9.4	-3.8	1.9	3.8	-4.8	-0.6	-0.6	-3.9	-0.8	-0.1
COc1ccc2oc(=O)c(-c3csc(Nc4ccc(O)cc4)n3)cc2c1	10.2	-30.9	1.8	-12.6	-25.5	3.9	5.3	9.9	20.3	9.8
Cc1c(C(=O)OCC(O)=C(C#N)c2nc3ccccc3[nH]2)oc2ccc(Br)cc12	-5.2	-24.9	4.0	-7.6	-40.2	-5.8	4.4	3.7	-6.0	-8.1
O=C(Nc1ccc2c(c1)OCO2)C1Cc2ccccc2CN1S(=O)(=O)c1cccs1 (configuration not stated)	-6.0	-2.3	0.7	-1.1	-1.0	-0.9	-6.4	11.7	3.3	-7.5
CC1CC(C)CN(C(=O)COC(=O)c2cc3ccccc3oc2=O)C1 (configuration not stated)	0.6	-16.9	-0.3	-1.1	-16.3	-21.3	1.0	4.5	-2.2	-121.0
Cc1cc(C)n(-c2nnc(C)n2/N=C/c2ccc(O)cc2)n1	-5.2	1.5	-1.9	-3.7	6.0	0.8	3.4	-10.2	1.1	-8.7
COc1ccc(CCNS(=O)(=O)c2ccc3[nH]c(=O)[nH]c3c2)cc1	10.7	1.0	-3.8	-5.1	-0.9	-2.3	0.6	-3.7	8.4	0.2
C/C=C\C=C\C(=O)N1CC2(CC(c3cccc(NC(=O)COc4ccc(Cl)cc4)c3)=NO2)C[C@H]1C(N)=O (some centres not stated)	4.0	2.0	-3.9	-6.7	-9.7	2.2	-11.7	-28.0	19.2	12.1
CC(C)c1cccc(C(C)C)c1NC(=O)COC(=O)c1ccc(OCC(=O)Nc2cccc(C(F)(F)F)c2)cc1	10.3	-4.7	4.9	2.1	-4.3	1.3	-9.9	3.0	3.6	6.8
O=C(O)c1cccc(N/N=C(\N=Nc2ccccc2)c2ccccc2)c1	-5.2	0.7	-6.0	1.3	0.0	-0.5	-2.7	6.6	-6.5	-4.2
CC1(C)C(=O)Nc2ccccc2N1C(=O)COC(=O)CNS(=O)(=O)c1ccc(F)c(F)c1F	-10.1	4.6	2.1	4.5	-1.2	1.0	-6.8	7.9	6.1	7.2
CC(C)NC(=O)CCn1nc(-c2ccc(Cl)cc2)c2ccccc2c1=O	-1.4	3.4	-0.4	-1.0	-0.4	-3.5	9.6	-0.5	-1.8	-4.7
Cc1cccc2c(SCC(N)=O)nc(-c3ccccc3)nc12	-0.2	0.9	-2.9	-3.4	-2.3	-2.5	4.0	-0.5	-1.7	4.1
O=C(NCc1cccnc1)c1ccc(NS(=O)(=O)c2cccc([N+](=O)[O-])c2)cc1	-13.9	1.8	9.0	5.3	-0.2	0.8	0.8	2.1	-8.7	-3.6
O=C(N/N=C/c1c(O)ccc2ccccc12)Nc1ccccc1	3.1	-37.5	1.7	-6.9	-55.7	-2.6	-18.2	51.6*	-1.6	-11.8
Cc1cc(C)nc(SCc2nnc(SCC(=O)N3CCCc4ccccc43)n2C)n1	-4.3	0.0	-5.2	1.5	1.4	-1.6	11.6	-2.7	-2.3	-0.6
CCC(C)(C)n1nnnc1C(c1ccc(OC)c(OC)c1)N1CCN(C(=O)c2ccco2)CC1 (configuration not stated)	3.8	4.2	-4.7	-7.9	-3.8	5.0	2.6	-4.9	-6.0	-3.8
CCOc1ccc(S(=O)(=O)NCCC(=O)NCc2ccncc2)cc1	-10.0	2.0	1.1	5.0	-3.1	-0.6	16.3	-2.3	20.4	-3.2
COC(=O)c1ccccc1N(C)C(=O)C12CCC(C)(C(=O)O1)C2(C)C (configuration not stated)	-13.9	-2.6	3.9	2.4	0.0	-2.8	16.4	8.0	-4.3	-0.3
Cc1cc(C)cc(N(CC(=O)Nc2cccc(C)c2C)S(=O)(=O)c2c(C)[nH]c(=O)[nH]c2=O)c1	8.3	1.8	6.2	0.7	-9.0	-2.9	15.7	9.0	2.9	0.6
COc1ccc(-c2nsc3c(N4CCCCC4C)ncnc23)cc1 (configuration not stated)	9.5	-10.8	1.7	5.2	-16.7	-2.6	-5.3	0.2	0.2	-14.2
Cc1ccc2nc(SCC(=O)N3CCCC3)[nH]c2c1	6.7	-2.9	3.2	0.8	4.1	-3.4	-9.3	0.9	7.0	-1.9
